# Abeta yeast res: A-beta toxicity reversal in yeast | yeast expressing A-beta42, growth rescue, OD600, 48 h; response scale: 0% DMSO, 100% iron-clioquinol control | Potency, µM (doses to about 46.1 µM), inactives show at the top dose growth rescue, hits mostly activators | 410,000 compounds, 0.063% hits | AID 1347071; also: potency is read from the fitted curve at half-maximal effect; nearly all actives have a fitted effect of over 55% in size
#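 Growth rescue measured by 600 nm absorbance after 48 h yeast culture at 30 C with compound. Values normalized between DMSO and an equimolar ferric chloride plus clioquinol control.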
# FUS suppressor: rescues growth of FUS-expressing yeast; S. cerevisiae FUS-expressing, growth rescue, OD600, 24 h; AID 1347120; 390,000 compounds, 0.24% hits; Potency, µM (doses to about 76.6 µM), for the others: top-dose growth rescue (activation), most hits filed as activators;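 also: potency is read from the fitted curve at half-maximal effect; plate controls were DMSO vehicle for no effect and reference control for full effect; nearly all actives have a fitted effect of over 55% in size; some results filed as inactive show a strong effect at the top dose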
#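 Galactose (2%) drives FUS expression in yeast precultured in raffinose; seeding density OD 0.005. Test compounds incubated 24hr at 30C and 99% humidity before absorbance at 600 nm was measured.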
# EPAC1 agonist: agonists of human EPAC1; O95398; EPAC1 agonist qHTS, biochemical assay; response scale: 100% = response to 6.5 mM cAMP; Potency, µM (series often up to 154 µM), for the others: at the highest dose activation, actives largely listed as activators; 360,000 compounds, 0.073% hits; also: potency is read from the fitted curve at half-maximal effect; nearly all actives have a fitted effect of over 60% in size
#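 Read-out is the fluorescence drop as BODIPY-GDP leaves Rap1B (480 nm excitation, 540 nm emission), recorded every 5 minutes over 30 minutes. Reactions held 100 nM EPAC1, 250 nM Rap1B–BODIPY-GDP and 50 uM GDP, with 6.5 mM cAMP setting full activation.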
# EPAC1 antagonist: EPAC1 (human) antagonism; O95398; EPAC1 GEF assay, Rap1b-BODIPY-GDP exchange fluorescence; Potency, µM (doses to about 115 µM), inactives show top-dose activity change, negative = inhibition, usual class: inhibitors; 360,000 compounds, 0.14% hits; AID 720709;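 also: potency is read from the fitted curve at half-maximal effect; plate controls were vehicle for no effect and positive control for full effect; nearly all actives have a fitted effect of over 50% in size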
# PLK1 PBD block: inhibitors of human PLK1 polo-box domain binding; 360,000 compounds, 2.8% hits; Potency, µM, for inactives: max response, negative = inhibition, actives largely listed as inhibitors; AID 720504; Plk1 PBD binding of FITC phosphopeptide, fluorescence polarization; P53350; also: potency is read from the fitted curve at half-maximal effect; series mostly up to about 57 µM; % is scaled to controls: 0 for no effect and ±100 for the full control effect; nearly all actives have a fitted effect of over 65% in size
# Target sequence (P53350 whole entry, looked up, the tested form may be a part): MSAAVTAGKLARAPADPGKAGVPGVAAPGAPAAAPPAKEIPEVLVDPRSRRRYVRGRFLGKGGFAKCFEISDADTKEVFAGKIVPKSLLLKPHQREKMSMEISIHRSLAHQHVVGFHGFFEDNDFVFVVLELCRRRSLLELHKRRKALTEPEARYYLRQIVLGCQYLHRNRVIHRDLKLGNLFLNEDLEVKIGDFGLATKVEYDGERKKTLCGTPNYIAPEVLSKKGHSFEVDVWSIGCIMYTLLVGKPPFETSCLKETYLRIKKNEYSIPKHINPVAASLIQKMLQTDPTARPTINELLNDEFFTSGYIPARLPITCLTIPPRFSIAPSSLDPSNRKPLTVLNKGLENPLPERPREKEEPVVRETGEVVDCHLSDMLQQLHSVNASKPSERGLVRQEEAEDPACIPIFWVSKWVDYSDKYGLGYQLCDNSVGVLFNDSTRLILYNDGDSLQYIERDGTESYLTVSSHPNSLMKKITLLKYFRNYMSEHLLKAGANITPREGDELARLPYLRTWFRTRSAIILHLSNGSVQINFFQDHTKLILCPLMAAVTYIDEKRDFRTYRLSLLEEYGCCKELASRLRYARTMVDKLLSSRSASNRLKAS
# WRN inhibitor: blocks human WRN helicase | Q14191 | WRN helicase unwinding, fluorescent forked duplex, kinetic | Potency, µM (titrated, usually from 114 µM), inactives show top-dose activity change, negative = inhibition, actives largely listed as inhibitors | 360,000 compounds, 0.46% hits; also: potency is read from the fitted curve at half-maximal effect; % is scaled to controls: 0 for no effect and ±100 for the full control effect; nearly all actives have a fitted effect of over 55% in size
#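 Screening of the MLSMR collection measured strand separation of a quenched forked DNA duplex (100 nM) by 20 nM WRN with 2 mM ATP, all final. Compounds were preincubated with enzyme 15 min at room temperature.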
# IL-2 act: IL-2 activation; activation, % (series mostly up to about 46 µM); IL-2 activation reporter assay, cell-based qHTS; stimulated with anti-CD3/CD4/CD28 beads; in transgenic mouse T cells; 360,000 compounds, 0.065% hits; AID 652025; in the data active = activation above about 50%; inconclusive = mostly about 30% to 49%; also: 0% is about no effect
#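 Unstimulated transgenic mouse T cells; 60-min compound exposure; bead-based TCR/CD4/CD28 stimulation; 18 h culture, 37 degrees C; dual fluorescence (EGFP, DsRed) plate cytometry.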
# PI5P4K alpha inh: inhibitors of human PI5P4K alpha; P48426; PI5P4Kalpha enzyme, ADP-Glo luminescence, 60 min; hits give low values; max response, %; 330,000 compounds, 1.2% hits; AID 652105; active = max response of -50% or lower; inconclusive = between -30% and -50%; inactive = -30% or higher; also: value at the top dose of about 77 µM; % is scaled to controls: 0 for no effect and ±100 for the full control effect
# Target sequence (P48426 whole entry, looked up): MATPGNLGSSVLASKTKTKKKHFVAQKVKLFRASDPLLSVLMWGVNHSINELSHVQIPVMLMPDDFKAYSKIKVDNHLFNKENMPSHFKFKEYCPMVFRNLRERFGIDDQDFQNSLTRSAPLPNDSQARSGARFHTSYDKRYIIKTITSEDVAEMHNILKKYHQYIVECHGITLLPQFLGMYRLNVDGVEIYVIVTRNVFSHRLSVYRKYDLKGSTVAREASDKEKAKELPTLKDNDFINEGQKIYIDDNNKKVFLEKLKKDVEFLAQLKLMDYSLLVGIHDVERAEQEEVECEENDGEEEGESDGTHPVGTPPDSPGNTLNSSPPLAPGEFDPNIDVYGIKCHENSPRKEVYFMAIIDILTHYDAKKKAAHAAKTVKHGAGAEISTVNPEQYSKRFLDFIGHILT
#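 Compounds were pin-transferred onto PI5P4Kalpha and substrate in HEPES pH 7.4 buffer with EGTA, CHAPS and 5% DMSO. ATP (5 microM final) started the reaction, which ran 60 minutes at room temperature before ADP-Glo detection.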
# The depositor's hits bear a star; ? = inconclusive; . = no result given; & = joins results of further samples; [ ] = remark or other dose. Unless noted, calls follow the shape of the dose curve; as a rule, active = well fitted curve in the direction sought with a large enough effect; inconclusive = small, poorly fitted or top-dose-only effect, or another doubt; inactive = no such curve, though single readings can be large; an effect the other way counts as inactive or inconclusive. Random draw from the library. Share with any hit: about 4.1%.
SMILES,Abeta yeast res,FUS suppressor,EPAC1 agonist,EPAC1 antagonist,PLK1 PBD block,WRN inhibitor,IL-2 act,PI5P4K alpha inh
CCn1c(-c2nn(-c3ccccc3)ccc2=O)n[nH]c1=S,-5%,18%,-6%,-1%,-16%,-3%,-2.3,-26
Cc1cc(C)c(S(=O)(=O)c2ccccc2C)c(SCC(C)C)n1,23%,-12%,1%,-19%,-9%,-8%,-0.3,0
COCCNc1ncnc2c1ncn2[C@H]1CN(Cc2ccc(Cl)cc2)C[C@@H](CO)O1,-7%,-6%,-12%,1%,0%,-7%,0.5,2
CCC(=O)N1CCc2cc(S(=O)(=O)CCC(=O)NCc3cccc(OC)c3)ccc21,-15%&-13%,-15%&23%,-14%,7%,1%,6%,0.2,0
Cc1[nH]c2ccccc2c1C(=O)COC(=O)c1c(-c2ccccc2)noc1C,10%,14%,10%,2%,11%,-13%,-4.2,20
COc1cccc(/C=N/NC(=O)c2cccc([N+](=O)[O-])c2)c1OS(=O)(=O)c1ccccc1,7%,27%,0%,0%,0%,1%,0.0,.
CCOC(=O)C1=CN(Cc2ccccc2)CCC1=O,-10%,-23%,-13%,-15%,?,5%,0.3,-1
Cc1ccc(S(=O)(=O)Nc2ccc(S(=O)(=O)NC(C)(C)C)cc2)cc1,-3%,22%,5%,13%,-11%,8%,-1.1,0
CCC1OC(C(C)C)Cc2[nH][nH]c(=O)c21 (stereo unspecified),-17%,-7%,-12%,-9%,-11%,-6%,-0.4,-1
COc1ccccc1C(=O)NC(=O)COC(=O)c1cnccn1,-5%,-36%,7%,1%,0%,0%,0.3,-4
COC(CNC(=O)CC1C(=O)N(Cc2ccccc2)C(C)c2nc3ccccc3n21)OC (stereo unspecified),-4%,-7%,10%,10%,-4%,0%,1.8,3
OC[C@@H]1CN(Cc2cccc(C(F)(F)F)c2)C[C@H](n2cnc3c(NCc4ccco4)ncnc32)O1,-10%,22%,-17%,12%,-4%,-19%,-0.5,2
Fc1cccc(F)c1/C=N/Nc1ccccn1,-12%,-22%,5%,-8%,-7%,10%,1.1,3
CC(C)CC(NC(=O)C1CCCN1C(=O)CNC(=O)OCc1ccccc1)C(=O)O (stereo unspecified),-4%,-23%,10%,-4%,-10%,-2%,2.7,2
OCCNCCCOc1cc(Cl)ccc1Cl,-9%,-24%,20%,0%,-1%,4%,1.0,16
O=C(Nc1ccc(Cl)cc1F)C1CCN(S(=O)(=O)c2cccc3nonc23)CC1,-6%,-3%,7%,-25%,-8%,2%,5.3,7
COc1ccc(NC(=O)CSc2nc3sc4c(c3c(=O)n2-c2ccc(OC)cc2)CCN(C)C4)cc1,-4%,?,6%,-6%,-9%,-19%,1.0,-15
Cn1c(=O)c2c([nH]c(=O)n2C)n(C)c1=O,8%,-3%,4%,4%,0%,-2%,9.8,-10
CCN1CCN(c2ccc(NC(=O)CCc3c(C)nc4c(-c5ccccc5)c(C)nn4c3C)cc2)CC1,2%,2%,5%,-7%,-9%,-1%,-1.0,-3
O=[N+]([O-])c1ccc2c(c1)S(=O)c1ccccc1-2 (stereo unspecified),-8%,-2%,1%,-27%,-18%,-35%,2.5,4

# Retrieved by compound from above, two records:
SMILES,Abeta yeast res,FUS suppressor,EPAC1 agonist,EPAC1 antagonist,PLK1 PBD block,WRN inhibitor,IL-2 act,PI5P4K alpha inh
Cc1cc(C)c(S(=O)(=O)c2ccccc2C)c(SCC(C)C)n1,23%,-12%,1%,-19%,-9%,-8%,-0.3,0
COC(CNC(=O)CC1C(=O)N(Cc2ccccc2)C(C)c2nc3ccccc3n21)OC (stereo unspecified),-4%,-7%,10%,10%,-4%,0%,1.8,3

# Back to the main list with the 3 entries that preceded the break.
SMILES,Abeta yeast res,FUS suppressor,EPAC1 agonist,EPAC1 antagonist,PLK1 PBD block,WRN inhibitor,IL-2 act,PI5P4K alpha inh
Cn1c(=O)c2c([nH]c(=O)n2C)n(C)c1=O,8%,-3%,4%,4%,0%,-2%,9.8,-10
CCN1CCN(c2ccc(NC(=O)CCc3c(C)nc4c(-c5ccccc5)c(C)nn4c3C)cc2)CC1,2%,2%,5%,-7%,-9%,-1%,-1.0,-3
O=[N+]([O-])c1ccc2c(c1)S(=O)c1ccccc1-2 (stereo unspecified),-8%,-2%,1%,-27%,-18%,-35%,2.5,4
CCC(=O)N1c2ccc(S(=O)(=O)CCC(=O)NC3CCCC3)cc2CC1C (stereo unspecified),2%,12%,-2%,-5%,-12%,2%,1.2,-1
O=C(CN1C(=O)COc2ccc(S(=O)(=O)N3CCCC3)cc21)NC1CC1,-15%,7%,-12%,5%,?,0%,-1.6,5
Cc1ccc(NC(=O)COC(=O)[C@H](C)N2C(=O)C3CC=CCC3C2=O)cc1S(=O)(=O)N(C)C (stereo partly specified),3%,33%,2%,-12%,-8%,0%,-1.5,3
Cn1cc(/C=N/Nc2ccccc2)c2ccccc21,20%,8%,4%,8%,-10%,-3%,0.0,0
CCc1cccc2c(C(=O)CCl)c[nH]c12,19%,-6%,-2%,-4%,24µM*,-9%,-3.7,8
Cn1c(=O)c2c(nc(NCCO)n2C)n(C)c1=O,12%,17%,1%,9%,-1%,8%[57.1 µM],1.1,-3
COc1ccc(N2C(=O)CSC23C(=O)N2c4c(cccc43)C(C)=CC2(C)C)cc1 (stereo unspecified),-35%[inhibitor],49%,22%,-8%,-10%,-3%,-0.7,.
CC1=C(C(=O)OC2CCCCC2)C(c2cccnc2)n2nnnc2N1 (stereo unspecified),14%,7%,3%,3%,-5%,-2%,-5.5,2
O=C(CCC(=O)OCc1ccc([N+](=O)[O-])cc1)Nc1ccc(F)cc1,2%,-20%,-3%,4%,-2%,7%,-2.3,1
COc1ccc(-c2noc(CN(C(=O)C(C)(C)C)C(C)C)n2)cc1,0%,.,-5%,9%,-5%,-23%,-4.9,-1
O=C(/C=C/c1cccc([N+](=O)[O-])c1)NCc1cccnc1,2%,42%,3%,-7%,?,16%,2.4,8
COC(=O)C(C(=O)OC)c1ccccc1CNS(=O)(=O)c1ccc(C)cc1,-9%,1%,5%,6%,-3%,-2%,0.7,0
COCC1OS(=O)(=O)NC(CC(=O)SC(C)(C)C)C1C (stereo unspecified),-9%,-14%,-20%,10%,3%,11%,1.7,-6
COCCCNC(=S)NCCc1ccc(F)cc1,7%,-28%,-3%,-17%,4%,-9%,0.2,2
COCCNc1nnc(SCC(=O)NNC(=O)c2ccc([N+](=O)[O-])cc2)s1,1%,37%,4%,-8%,1%,-8%,2.0,-11
Cc1cc(C)nc(SCC(=O)n2c3c(c4ccccc42)CCCC3)n1,7%,.,7%,4%,-4%,-2%,-0.6,1
CCC(=O)Nc1c2c(nn1-c1ccc(F)cc1)CS(=O)C2 (stereo unspecified),0%,-11%,-17%,4%,0%,1%,-0.8,-1
C=CCSc1nc2ccccc2c(=O)n1Cc1ccccc1,-8%,-1%,15%,-16%,-21%,-3%,-4.9,0
O=C(CCSc1ccccc1)NNC(=O)c1ccccc1F,-1%,-4%,6%,-9%,-6%,-2%,1.2,2
C/C(=N/Nc1nc(C)cc(C)n1)c1ccc(Br)cc1,28%,-4%,-4%,4%,4%,3%,-2.4,5
Cc1nnnn1-c1cccc(C(=O)O)c1,-3%,14%,6%,10%,1%,-2%,-3.5,.
CSCCC(NC(=O)c1cccc(C)c1)C(=O)NCc1cccs1 (stereo unspecified),-12%,-6%,4%,0%,1%,-8%,0.9,2
CC1CCCC(NC(=O)Cn2cc([N+](=O)[O-])ccc2=O)C1C (stereo unspecified),-3%,-13%,11%,-11%,-7%,-5%,0.5,0
O=C(CSc1nnc(CCCN2C(=O)c3cccc4cccc(c34)C2=O)n1-c1ccccc1)NCCCN1CCOCC1,-12%,10%,-4%,-2%,-2%,-4%,-1.1,6
CN1CCc2nc(NC(=O)c3cccc(S(=O)(=O)N4CCc5ccccc54)c3)sc2C1,13%,33%,14%,-10%,-1%,3%,-0.7,2
Cc1ccc([N+](=O)[O-])cc1NC(=O)c1ccc(CSc2ccccc2)cc1,4%,.,-6%,4%,-1%,5%,0.4,0
COc1cc(/C=C2\N=C(C)OC2=O)cc(Cl)c1OC(C)=O,3%,1%,9%,7%,-22%,-2%,0.5,1
CN(C)c1ccc(/C=C/c2nc3ccccc3c(=O)n2-c2ccc(C(=O)O)cc2)cc1,-28%,?,63µM*,164%[activator],70%[activator],-5%[11.6 µM],3.2,2
Cc1ccc(OCC(=O)NCCNC(=O)c2cccnc2)cc1C,-13%,0%,-6%,5%,3%,-1%,-2.5,2
COC(=O)c1c(NC(=O)C2CCCCC2)sc2c1CCN(C(C)C)C2,3%,-6%,-5%,-8%,-21%,-6%,-1.3,8
Cc1c(C(=O)c2ccc(Br)cc2)c(=O)n(C)c(=O)n1C,-9%,-4%,-2%,-15%,6%,-6%,-0.6,3
O=C(NCc1ccccn1)c1ccccc1-c1ccccc1,-1%,16%,1%,-7%,-3%,9%,0.3,0
CCOc1ccc(-n2c(C)cc(/C=N\NC(=O)CC(=O)NC3CCCCC3)c2C)cc1,21%,20%,-1%,-10%,0%,-1%,0.3,2
Cc1nn(CC(=O)OCC(=O)c2ccccc2)c(C)c1[N+](=O)[O-],7%,0%,2%,19%,0%,-4%,3.3,3
CCOC(=O)c1cc(NC(=O)Nc2ccc(OC)c(OC)c2)c(C)nc1C,-7%,-2%,-4%,15%,3%,-5%,0.0,-5
CCOP(=O)(OCC)c1ccc2c(c1)C(=O)c1ccccc1CC2,9%,-1%,0%,-2%,.,.,0.0,.
CCN(CC)CCN(C(=O)c1ccc(S(=O)(=O)N(CC)c2ccccc2)cc1)c1nc2c(OC)ccc(OC)c2s1,9%,9%,6%,1%,-5%,-25%,6.0,-1
COc1ccc2c(c1)-c1ccccc1S(=O)(=O)N(C)C2,-2%,-10%,-4%,-7%,-12%,-2%,0.6,0
CCC(=O)Nc1sc(Cc2ccccc2)c(C)c1C(N)=O,-78%[inhibitor],23%,4%,-6%,27µM*,-32%,0.9,-26
O=C(O/N=C1\CCS(=O)(=O)c2sccc21)c1c(F)cccc1F,-17%,-5%,-1%,-13%,-13%,1%,-0.8,-8
O=C(Cn1nc(Cl)nc1Cl)c1ccc([N+](=O)[O-])cc1,15%,-9%,2%,11%,4%,1%,4.7,-4
Nc1ccccc1Nc1cccc(C(F)(F)F)c1,-7%,5%,-4%,-9%,-10%,-11%,-1.8,4
Cc1ccc(S(=O)(=O)NC(=O)c2ccccc2)cc1C(C)C,10%,-1%,4%,10%,-12%,12%,-3.5,-5

# Screening results deposited in PubChem BioAssay by National Center for Advancing Translational Sciences (NCATS).
